# MITF act: increases MITF-driven TRPM1 promoter luciferase signal | SK-MEL-5 TRPM1-promoter luciferase, 24 h; % of positive control, neutral wells = 0 | activation, % at 12.5 µM | 0.75% of 300,000 active | AID 588334;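 active means mean activation of at least 80% with every replicate also reaching 80%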;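 further: 0% = neutral control wells and 100% = parthenolide positive control wells; values of inactives mirror those of a sister screen read the other way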
# V-ATPase pH: yeast V-ATPase proton transport regulation by pHLuorin; S. cerevisiae, pHLuorin cytosolic pH fluorescence; response, % at 10 µM; 0.37% of 350,000 active; AID 504577; in the data active means response mostly above about 7.3%, no sharp cut-off; inactive means mostly below about 5.4%; further: actives read high; inactives centre near 0; some compounds called inactive have numbers as strong as hits
# Tat export inh: blocks Tat-dependent protein export in E. coli | E. coli MC4100 TorA-mCherry Tat export, fluorescence | inhibition, % at 10 µM | 0.036% of 340,000 active;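 active means mean replicate inhibition at least 50% and at least half of replicates individually reaching 50%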;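 further: exported cargo escapes ClpAP degradation while cytoplasmic cargo is degraded and loses fluorescence; 0% = median of neutral control wells and 100% = median of NaSCN control wells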
# RTF Ca sens act: increases calcium sensitivity of human cardiac regulated thin filaments | P19429+P45379 | AID 493008 | activation, % at 7.2 µM | IANBD-labeled TnC RTF fluorescence at EC20 calcium; 0% EC20 calcium, 100% full calcium | 0.24% of 340,000 active;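 active means activation above the mean over all tested compounds plus 3 SD, cut at about 30% in these data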;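 further: rise in fluorescence read as greater calcium sensitivity of cardiac thin filaments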
# CAL PDZ FP-1: blocks peptide binding to the human CAL PDZ domain; purified CAL PDZ, TMR-peptide fluorescence polarization, 1 h; 0.92% of 300,000 active; inhibition, % at 24.9 µM; Q9HD26; AID 602252;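 active means mean inhibition of at least 30% with at least half of replicates also reaching 30%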;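 further: 0% = DMSO neutral control and 100% = excess unlabeled competitor peptide PRC23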
# Wnt act: Wnt/beta-catenin pathway activation; Wnt/beta-catenin reporter cell assay, activator, plate reader; activation, % at 9.35 µM; 1.2% of 300,000 active; AID 743398; in the data active means activation above about 30%, passing the limit was not always enough;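 further: 0% = neutral control wells and 100% = positive control wells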
# dFosB act: activators of mouse delta FosB homodimer. purified delta FosB, TAMRA-CDK5 oligo fluorescence polarization; percent of positive-control signal above neutral wells. 0.99% of 340,000 active. AID 493131. P13346. activation, % at 25 µM;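 active means mean activation above about 17%, with every replicate also reaching it, limit read from the data, passing the limit was not always enough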;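 further: fluorescence polarization rise as delta FosB binds a TAMRA Cdk5 AP-1 oligo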
# Rtt109 HAT inh: blocks Candida albicans Rtt109/Vps75 acetyltransferase activity; Q5AAJ8; purified Rtt109/Vps75, ThioGlo CoA-SH fluorescence, 4 h; inhibition, % at 34.9 µM; 0.16% of 330,000 active;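 active means inhibition of at least 50% in every replicate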
# CDK5 inh: blocks human CDK5/p35 kinase activity | Q00535+Q15078 | 0.01% of 330,000 active | inhibition, % at 10 µM | AID 488839 | Recombinant CDK5/p35, ADP-Glo luminescence, 60 min;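 active means highest replicate inhibition of at least 50% and at least 75% of replicates reaching 50%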;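 further: plate controls were DMSO neutral control for no effect and GW8510 at 10 µM for full effect; many of its hits are not listed in these tables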
# Target sequence (Q00535 whole entry, looked up): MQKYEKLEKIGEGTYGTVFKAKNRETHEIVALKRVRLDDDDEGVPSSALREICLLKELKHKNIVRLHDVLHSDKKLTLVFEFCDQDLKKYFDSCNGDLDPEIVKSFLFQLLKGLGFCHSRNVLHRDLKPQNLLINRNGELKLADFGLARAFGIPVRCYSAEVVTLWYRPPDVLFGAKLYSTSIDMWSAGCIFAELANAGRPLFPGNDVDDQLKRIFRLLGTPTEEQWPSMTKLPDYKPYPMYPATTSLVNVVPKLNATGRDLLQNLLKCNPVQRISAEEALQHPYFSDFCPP
# Target sequence (Q15078 whole entry, looked up): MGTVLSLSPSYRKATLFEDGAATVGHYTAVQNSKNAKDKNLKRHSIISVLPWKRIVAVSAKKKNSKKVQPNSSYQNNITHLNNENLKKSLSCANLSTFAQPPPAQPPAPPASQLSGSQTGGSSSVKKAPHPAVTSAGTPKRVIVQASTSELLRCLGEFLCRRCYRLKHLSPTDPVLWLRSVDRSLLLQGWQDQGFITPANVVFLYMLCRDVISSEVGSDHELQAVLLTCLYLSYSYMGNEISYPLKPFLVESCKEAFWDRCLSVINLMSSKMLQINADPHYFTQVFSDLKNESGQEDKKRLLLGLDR
# CAL PDZ FP-2: human CAL PDZ-peptide interaction inhibition; 0.02% of 330,000 active; AID 504414; purified CAL PDZ, TMR-peptide fluorescence polarization, 1 h; Q9HD26; inhibition, % at 20 µM;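 active means highest replicate inhibition of at least 40%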;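 further: plate controls were DMSO neutral control wells for no effect and unlabeled competitor peptide control wells for full effect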
#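 Test system: purified CerCALP PDZ construct; Compound dosing: one concentration, 20 µM compound; Also added: TMR-labelled reporter peptide T*-PRC34 bound in PDZ groove; Read-out: inhibition from polarization loss; Controls: unlabelled peptide and DMSO controls; Signal: FP readout, S and P plane fluorescence; Incubation: 1 h at RT.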
# The depositor's hits bear a star; nt = not tested or not shown.
1	CCOCCCNC(=O)c1cc(-c2cccnc2)nc2ccc(S(=O)(=O)N3CCC(C)CC3)cc12
2	COc1cccc(C(=O)OCC(=O)NC(C)CCc2ccccc2)c1O (stereo not given)
3	COc1ccccc1-c1c(C(F)(F)F)oc2c(CN(C)C)c(O)ccc2c1=O
4	Cc1cc(C)n2nc(SC(C)C(=O)N3CCOCC3)nc2n1 (stereo not given)
5	CC(=O)Oc1ccc(C2OC(=O)c3ccccc3N2C(C)=O)cc1 (stereo not given)
6	O=C(CCCOc1ccccc1)NNC(=O)c1ccc(Cl)cc1
7	CCn1ccnc1CN(C)Cc1cn[nH]c1-c1ccc(F)cc1F
8	Cc1ccc(-n2c(SCC(=O)O)nc3sc4c(c3c2=O)CC(C)(C)SC4)cc1

screen / no.	1	2	3	4	5	6	7	8
MITF act	-7	-13	3	-3	nt	-7	9	-8
V-ATPase pH	1	2	-5	0	2	-2	10	6
Tat export inh	-3	-8	1	-4	-2	-11	-7	-3
RTF Ca sens act	-1	-2	-7	-7	-3	4	3	-2
CAL PDZ FP-1	-1	-3	-6	0	-3	nt	-1	-3
Wnt act	nt	0	-1	-3	1	-1	-11	-2
dFosB act	3	-5	-6	3	8	-5	-2	-5
Rtt109 HAT inh	-14	-15	5	-2	4	5	2	-1
CDK5 inh	-0.2	-0.9	0.6	0.4	1.2	0.5	-0.9	-0.3
CAL PDZ FP-2	-1.9	0.0	-1.3	-1.1	0.1	-0.8	0.0	1.4

# Two entries from above, reformatted.
entry | mol | MITF act | V-ATPase pH | Tat export inh | RTF Ca sens act | CAL PDZ FP-1 | Wnt act | dFosB act | Rtt109 HAT inh | CDK5 inh | CAL PDZ FP-2
7 | CCn1ccnc1CN(C)Cc1cn[nH]c1-c1ccc(F)cc1F | 9 | 10 | -7 | 3 | -1 | -11 | -2 | 2 | -0.9 | 0.0
8 | Cc1ccc(-n2c(SCC(=O)O)nc3sc4c(c3c2=O)CC(C)(C)SC4)cc1 | -8 | 6 | -3 | -2 | -3 | -2 | -5 | -1 | -0.3 | 1.4

# Continuation:
9	CC(=O)Nc1cccc(C(=O)OCc2ccc([N+](=O)[O-])cc2)c1
10	COc1ccc(OC)c(S(=O)(=O)Oc2ccc(N)c3ccccc23)c1
11	COC(=O)c1cc(NC(=O)c2cc(C(C)(C)C)nn2Cc2cccc(C)c2)ccc1N1CCOCC1
12	Cc1ccc(C2C(C#N)=C(N)N(c3ncn[nH]3)C3=C2C(=O)CC(C)(C)C3)cc1 (stereo not given)
13	O=C(NC1CC2CCCC(C1)N2Cc1ccccc1)C1CCCCC1 (stereo not given)
14	COc1ccc(S(=O)(=O)N2CCc3ccccc32)cc1C(=O)Nc1cc(S(C)(=O)=O)ccc1Cl
15	COc1cc(/C=N/N2C(C)CCCC2C)cc(Br)c1O (stereo not given)
16	Cc1ccc(SCC(=O)Nc2cccc(-c3nnc(-c4ccco4)o3)c2)cc1

screen / no.	9	10	11	12	13	14	15	16
MITF act	7	nt	nt	-1	1	-34	1	59
V-ATPase pH	3	1	1	-1	1	0	0	-3
Tat export inh	7	-4	10	-3	3	-3	-3	-1
RTF Ca sens act	-5	3	-2	-4	0	-1	6	0
CAL PDZ FP-1	-2	-4	nt	-1	-1	-5	-3	-4
Wnt act	-7	-1	-1	nt	-2	-16	-6	nt
dFosB act	-3	-6	-6	-1	-7	-5	-12	-25
Rtt109 HAT inh	0	nt	-8	-2	5	-5	0	-2
CDK5 inh	0.1	2.0	-1.6	-1.1	-1.0	-2.1	-2.5	1.1
CAL PDZ FP-2	-2.0	2.5	-0.3	-0.9	-5.4	-1.0	-2.7	-0.6

# Arranged by the number under V-ATPase pH (highest first): 3 of the compounds above.
9	CC(=O)Nc1cccc(C(=O)OCc2ccc([N+](=O)[O-])cc2)c1
11	COC(=O)c1cc(NC(=O)c2cc(C(C)(C)C)nn2Cc2cccc(C)c2)ccc1N1CCOCC1
14	COc1ccc(S(=O)(=O)N2CCc3ccccc32)cc1C(=O)Nc1cc(S(C)(=O)=O)ccc1Cl

screen / no.	9	11	14
MITF act	7	nt	-34
V-ATPase pH	3	1	0
Tat export inh	7	10	-3
RTF Ca sens act	-5	-2	-1
CAL PDZ FP-1	-2	nt	-5
Wnt act	-7	-1	-16
dFosB act	-3	-6	-5
Rtt109 HAT inh	0	-8	-5
CDK5 inh	0.1	-1.6	-2.1
CAL PDZ FP-2	-2.0	-0.3	-1.0

# Next part:
17	CCC1CCCCN1C(=O)COc1cc(=O)n(C)c2ccccc12 (stereo not given)
18	Cc1cc(NC(=O)CSc2nc3ccccc3[nH]2)no1
19	CSC1=NCCN1C(=O)Cc1cccc2ccccc12
20	COC(=O)CN1C(=S)N(c2ccc(OC)cc2)C(=O)/C1=C/c1ccc(N2CCOCC2)cc1
21	CSC1=NC2C(N1)N(C)C(=O)N2C (stereo not given)
22	O=C(Nc1cccnc1)c1ccccc1F
23	Cc1ccc(SCCN2CCN(C)CC2)cc1
24	COC(=O)c1cn(C(=O)c2ccccc2)c2ccccc12
25	COCCCN(C(=O)c1ccco1)c1nc(-c2cc(OC)ccc2OC)cs1
26	CCC1CCCCN1CCCNC(=O)c1ccc2nc(N3CCC(C)CC3)sc2c1 (stereo not given)

screen / no.	17	18	19	20	21	22	23	24	25	26
MITF act	nt	4	1	6	15	2	4	6	-10	-41
V-ATPase pH	2	0	-6	3	3	0	-1	0	2	7
Tat export inh	4	-1	-4	-2	6	-6	-7	6	-8	-5
RTF Ca sens act	-2	2	-2	21	-2	7	4	-2	1	-2
CAL PDZ FP-1	nt	-2	-6	6	-4	-1	3	-1	1	2
Wnt act	0	nt	2	-4	nt	nt	0	nt	nt	16
dFosB act	-9	5	4	1	-2	-2	-6	-11	-6	2
Rtt109 HAT inh	-4	-4	1	0	0	3	16	1	9	16
CDK5 inh	2.1	-1.9	-0.6	2.5	-3.0	1.1	0.0	0.8	0.7	-2.1
CAL PDZ FP-2	-1.3	-2.4	-4.6	-1.2	0.4	nt	-0.5	-1.3	-0.2	-1.4
